proCasp3 act – activators of human procaspase-3 D3A mutant, primary screen, biochemical, absorbance, PC-3 D3A mutant, single concentration; AID 463141, 2010; 330,000 compounds, 0.11% hits; activation, % at 8.5 µM; recombinant procaspase-3 D3A, Ac-DEVD-pNA absorbance 405 nm; Caspase-3 (Homo sapiens), P42574;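 active = activation above the mean of all tested compounds plus 3 SD, cut at about 21% in these data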;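 note: 0% = DMSO alone and 100% = DMSO wells spiked with extra 5 µM PC-3 D3A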
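Test system: Procaspase-3 D3A mutant; medium: Zinc-free HEPES/NaCl buffer with 0.01% Triton X-100 at pH 7.4; reagent: DEVD-pNA substrate; doses: one concentration, 8.5 µM nominal, 0.8% DMSO; times: 1 h preincubation plus 2 h reaction at 25 °C; signal: Epi-absorbance at 405 nm of released p-nitroaniline, 0 and 120 min; replicates: singlicate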
PP5 inh – PP5 phosphatase inhibitors, primary screen, biochemical, fluorescence. Serine/threonine-protein phosphatase 5 (Homo sapiens), P53041. purified PP5c, OMFP substrate fluorescence. inhibition, % at 6.7 µM. 320,000 compounds, 0.18% hits. AID 1987, 2009;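 active = inhibition above the campaign's mean inhibition across all tested compounds plus 3 SD, cut at about 9.5% in these data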;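 note: 0% = DMSO only and 100% = 100 µM cantharidin control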
Target sequence (P53041 whole entry, looked up): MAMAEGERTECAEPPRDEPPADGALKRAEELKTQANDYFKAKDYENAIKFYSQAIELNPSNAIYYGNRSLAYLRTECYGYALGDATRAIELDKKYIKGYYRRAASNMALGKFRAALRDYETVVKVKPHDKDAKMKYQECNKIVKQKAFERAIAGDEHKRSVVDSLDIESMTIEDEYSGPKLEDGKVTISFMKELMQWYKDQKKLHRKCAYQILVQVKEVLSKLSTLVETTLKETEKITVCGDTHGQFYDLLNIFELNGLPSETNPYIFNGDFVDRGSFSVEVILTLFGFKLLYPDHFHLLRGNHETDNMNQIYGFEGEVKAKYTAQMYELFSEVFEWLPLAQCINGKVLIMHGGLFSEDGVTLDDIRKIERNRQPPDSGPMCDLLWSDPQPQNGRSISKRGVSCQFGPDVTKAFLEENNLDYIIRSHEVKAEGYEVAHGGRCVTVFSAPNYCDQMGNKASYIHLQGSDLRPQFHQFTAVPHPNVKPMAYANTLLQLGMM
VLA-4 inh – inhibition in human VLA-4 binding assay, primary screen, VLA-4 allosteric modulator project, MLPCN library, flow cytometry, VLA-4 expressing cells. ligand binding flow cytometry. 330,000 compounds, 0.2% hits. AID 2557, 2010. inhibition, % (about 7 µM as worked out from the volumes in the protocol); in the data active = inhibition above about 50%
PP1 inh – PP1-alpha phosphatase inhibitors, primary screen, counter-screen for PP5 inhibitor project, biochemical, fluorescence, OMFP substrate, single point; purified PP1alpha; inhibition, % at 6.7 µM; Serine/threonine-protein phosphatase PP1-alpha catalytic subunit (Homo sapiens), P62136; 320,000 compounds, 0.9% hits;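 active = inhibition above the mean inhibition of all tested compounds plus 3 SD, computed separately for each screening campaign, cut at about 15% in these data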
proCasp7 act – procaspase-7 activators, primary screen, counter-screen for procaspase-3 activator project, biochemical, absorbance, HTS, human | recombinant procaspase-7, Ac-DEVD-pNA absorbance 405 nm; D23A/D198A/D206A triple mutant, cannot self-cleave; scale: DMSO 0, 5 µM enzyme 100 | activation, % at 8.5 µM | 330,000 compounds, 0.093% hits | AID 463210, 2010;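 active = percent activation above the screen-wide mean plus 3 SD, cut at about 25% in these data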
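signal = Epi-absorbance of released pNA at 405 nm, two timepoints | assay system = Uncleavable procaspase-7 mutant enzyme | reagent = Ac-DEVD-pNA substrate, 400 µM as added | times = 1 h enzyme–compound preincubation and 2 h substrate reaction, both 25 °C | benchmarks = low DMSO alone, high DMSO plus 5 µM PC-7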
JMJD2C inh – inhibitors of GASC-1 histone demethylase, primary screen, biochemical, fluorescence, DELFIA europium; Lysine-specific demethylase 4C (Homo sapiens), Q9H3R0; GST-JMJD2C(1-420) H3K9me3 demethylation; inhibition, % at 2.35 µM; 330,000 compounds, 0.069% hits;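 active = more than half of a compound's replicate wells show inhibition beyond 50%, single wells judged on their own value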;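 note: signal counts dimethyl H3K9 product captured on neutravidin plate; 0% = median of DMSO wells and 100% = 0.3 times that DMSO median; strong numbers were not always called active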
Target sequence (Q9H3R0 1-420 limits assumed): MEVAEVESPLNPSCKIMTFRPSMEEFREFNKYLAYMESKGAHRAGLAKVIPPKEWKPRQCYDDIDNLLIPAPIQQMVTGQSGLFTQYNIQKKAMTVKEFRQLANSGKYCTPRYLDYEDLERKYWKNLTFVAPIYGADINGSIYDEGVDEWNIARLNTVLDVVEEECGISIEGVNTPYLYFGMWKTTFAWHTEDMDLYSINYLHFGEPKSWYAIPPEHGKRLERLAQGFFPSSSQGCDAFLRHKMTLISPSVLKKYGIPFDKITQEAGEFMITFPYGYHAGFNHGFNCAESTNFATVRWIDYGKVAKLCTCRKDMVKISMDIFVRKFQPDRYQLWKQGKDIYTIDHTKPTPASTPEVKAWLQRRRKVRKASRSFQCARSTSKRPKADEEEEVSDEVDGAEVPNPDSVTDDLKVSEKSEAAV
Fh CTSL1 inh – Fasciola hepatica cathepsin L1 inhibitors, primary screen, counter-screen for PFM18AAP inhibitor project, biochemical, QFRET, fluorogenic peptide substrate | recombinant F. hepatica cathepsin L1, Z-Leu-Arg-MCA fluorescence | AID 1906, 2009 | 300,000 compounds, 0.49% hits | inhibition, % at 5.96 µM;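 active = inhibition above the mean of all tested compounds plus 3 SD, set per screening campaign, cut at about 17% in these data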;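 note: 0% = plate median of test compound wells and 100% = 1 µM Z-Phe-Ala-diazomethylketone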
GRK2 inh – compounds blocking aptamer binding on GRK2 – biochemical, human GRK2, bead flow cytometry, HTS, primary screen | FAM-aptamer displacement from GRK2 | inhibition of aptamer binding, % at 10 µM | 330,000 compounds, 0.59% hits | AID 488847, 2010;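 active = inhibition of aptamer binding above 40%, roughly 3 SD of noise, on plates passing a quality check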;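 note: median bead fluorescence of bound FAM aptamer so fluorescent compounds give negative values; no value below 0 was filed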
HCV core dimer – inhibitors of HCV core protein dimerization, primary screen, biochemical, TR-FRET, high-throughput. TR-FRET GST/Flag-core106 dimerization, 1536-well. 300,000 compounds, 0.33% hits. inhibition, % at 5 µM;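 active = inhibition above the mean of all tested compounds plus 3 SD, set per screening campaign, cut at about 45% in these data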
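Assay system – GST-tagged and Flag-tagged HCV core protein residues 1-106 · Quantity – core106 proteins, GST 13.5 nM and Flag 17 nM · Benchmarks – unlabelled core106 and no-GST-core106 wells · Read-out basis – percent inhibition of core106 dimerization signal · Detection – time-resolved FRET, ex 340 nm, em 617 and 671 nm · Schedule – 4 h at 22.5 °C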
* = called active by the depositor; i = inactive; / = no result given; & = joins results of further samples.

SMILES	proCasp3 act	PP5 inh	VLA-4 inh	PP1 inh	proCasp7 act	JMJD2C inh	Fh CTSL1 inh	GRK2 inh	HCV core dimer
COc1ccc(CNC(=O)CN2CCN(S(=O)(=O)c3c(C)c(C)cc(C)c3C)CC2)cc1OC	-6	/	12	/	-2	-1	/	0	/
COc1ccc(/C=N/NC(=O)CCCC(=O)NC2CCCCC2)cc1	7	-1.0	43	-6	0	-1	2	0	-3
Cc1ccc(S(=O)(=O)N(OCc2ccccc2)C(C)C(=O)O)cc1 (stereo not drawn)	-5	0.3	-4	-4	8	8	-3	2	3
COc1cc(CNCc2cccc(OC)c2OC)cc(OC)c1	1	1.9	13	2	-8	2	-4	/	-7
O=C(NCCN1CCOCC1)c1cc(-c2cccs2)on1	7	3.9	-11	-9	5	-5	5	5	-2
CSc1ccc(-c2sc(Nc3cccc4ccccc34)n[n+]2-c2ccccc2)cc1	-1	1.8	15	14	-19	1	3	1	-86
COc1ccc(OC)c(NC(=O)NC2CCCc3ccccc32)c1 (stereo not drawn)	4	1.6	-1	0	4	1	-1	1	-3
CCCCn1c(=O)[nH]c(=O)c2c1nc(-c1cc(Cl)c(OC)c(OC)c1)n2C	8	0.6	-3	2	2	52*	-1	1	6
CN1C(=O)/C(=C/c2cccc([N+](=O)[O-])c2)C(=O)N1c1ccccc1	-3	0.0	5	3	-5	10	-1	0	7
Cc1ccc(/C=C2\SC(=S)N(CCCC(=O)NNC(=O)c3ccccc3O)C2=O)cc1	-4	0.0	2	-1	0	0	1	3	-1
COc1ccc(S(=O)(=O)c2nnn(-c3cccc(Cl)c3)c2N)cc1	4	1.5	-28	-4	4	3	0	0	3
CCOC(=O)c1ccc(NC(=O)CC2SC3=NCCN3C2=O)cc1 (stereo not drawn)	-3	0.1	0	-3	3	-3	1	2	-4
CC1CN(C(=O)Nc2ccc(Br)cc2Cl)CC(C)O1 (stereo not drawn)	-3	2.3	25	-2	3	3	1	4	-4
CN1CCN(c2oc(-c3ccccc3F)nc2S(=O)(=O)c2ccc(Cl)cc2)CC1	4	4.5	-5	-10	-1	-18	-2	0	-13
O=C(NCc1ccncc1)C(=O)NCC1OCCN1S(=O)(=O)c1ccc(Cl)cc1 (stereo not drawn)	-8	2.0	10	-3	-2	-6	0	1	-2
O=C(CSc1nc(-c2ccco2)cc(C(F)(F)F)n1)NCc1cccs1	-1	2.5	-4	2	4	13	7	0	2
Cc1cc(=O)c2n(Cc3ccc(Cl)cc3)nc[n+]2[nH]1	9	0.9	2	-4	4	-2	1	0	-1
Nc1[nH]n2c(=O)c3c(nc2c1N=Nc1ccccc1)CCCC3	-27	3.9	9	20*	-18	3	0	3	-17
CCOc1ccccc1-c1nc(C(N)=O)c2[nH]c(=O)n(-c3cccc(C)c3)c2n1	8	1.9	-5	6	-1	1	-2	1	6
CCOc1ccc(NC(=O)C2CCN(C(=O)N3CCOc4ccccc43)CC2)cc1	-3	2.3	-13	-7	-9	-1	-3	0	16
Cc1ncsc1CCOC(=O)C1C2CC3CC(C2)CC1C3 (stereo not drawn)	-6	1.6	-26	1	0	16	0	4	-5
COc1ccc(NC(=O)[C@H](C)NC(=O)[C@@H]2Cc3ccccc3CN2C(=O)OC(C)(C)C)cc1	1	1.1	-4	-2	8	-9	-3	4	0
COc1ccc(NC(=O)COC(=O)c2c(C)noc2C)c(OC)c1	-1	1.4	12	-5	6	-8	-1	0	-1
O=C(CSc1nnc(NC(=O)c2c(F)cccc2F)s1)NC1CC1	12	2.7	1	4	-2	-6	-2	1	-8
O=C(CCCCn1c(=O)c2ccccc2n(CC(=O)Nc2ccc(F)cc2)c1=O)NCc1ccco1	3	4.5	-25	-2	1	-1	-4	0	-6
SMILES	proCasp3 act	PP5 inh	VLA-4 inh	PP1 inh	proCasp7 act	JMJD2C inh	Fh CTSL1 inh	GRK2 inh	HCV core dimer
CC(C)CC(=O)N1CCC(O)(CS(=O)(=O)Cc2ccc(Cl)cc2)CC1	8	4.3	2	0	8	-10	2	0	-3
Cc1cccc(C)c1NC(=O)c1sccc1SCC#N	9	-0.6	2	2	1	-19	-4	2	2
CCC(C)NC(=O)C1(C)CCC(=O)N1CCc1ccc(OC)c(OC)c1 (stereo not drawn)	2	1.8	-1	0	3	-2	-3	1	-1
COc1ccc(-c2c(NC(=O)c3ccco3)oc3c(C)cccc3c2=O)cc1OC	1	0.5	7	-1	9	-18	-1	3	-7
C=CCN1c2ccccc2[C@]23C[C@@H](C(=O)OC)N(C(=O)c4cccs4)C2=NC(C(=O)OC)=C(C(=O)OC)[C@H]13	4	2.7	33	-5	1	-1	0	3	22
COc1ccc(N2CC(C(=O)Nc3ccccc3C(=O)NCc3ccco3)CC2=O)cc1 (stereo not drawn)	3	-2.7	-4	-5	7	12&-9	-1	0	3
Cc1sc2ncnc(N3CCCC(C)C3)c2c1C (stereo not drawn)	0	1.4	7	3	4	1	2	2	1
CCCNC(=O)C1(CC2CC(c3ccccc3)=NO2)CCN(C(=O)CCCCCBr)CC1 (stereo not drawn)	6	-1.4	/	2	10	5	-1	/	-10
O=C(c1ccc2nc(N3CCOCC3)sc2c1)N1CCN(c2ccc(Cl)cc2)CC1	3	1.2	-1	0	17	5	2	2	8
O=C(c1cccs1)c1ccc(-c2cccs2)s1	27*	4.3	15	-1	37*	-3	-5	7	-56
CN(C)c1ccc(/C=C2\NC(=S)N(Cc3ccccc3)C2=O)cc1	-22	1.8	i	-3	-2	-317	-2	0	-6
O=[N+]([O-])c1ccc(/C([O-])=C(/C(=S)NCc2ccco2)[n+]2ccccc2)cc1	-7	-0.6	11	2	-17	2	1	7	52*
CCC(C)(C)n1nnnc1CN1CCSCC1	7	-1.2	7	-1	-2	-5	-2	2	4
CCNc1nc(NCC)n2c(SCC(=O)Nc3ccccc3F)nnc2n1	-1	1.6	0	-1	-2	1	1	2	0
CC(C)(C)NC(=O)C(c1c[nH]c2ccccc12)N(C(=O)Cn1nnc(-c2ccc(F)cc2)n1)c1cccc(O)c1 (stereo not drawn)	7	4.0	5	2	7	6	2	2	14
CCSc1ncnc2sc3c(c12)CCC3	-1	2.8	5	5	1	4	0	0	-2
O=C1NC(Cc2ccc(O)cc2)c2nc3ccc(Cl)cc3c(=O)n2-c2cc(Cl)ccc21 (stereo not drawn)	0	/	1	/	19	15	/	4	/
CN(C(=O)OC(C)(C)C)c1ccc(-c2nc3ccccc3s2)cc1	9	2.5	/	1	-4	4	2	/	-2
CS(=O)(=O)N(CC(=O)NC1CCCCC1)c1cccc(Cl)c1	4	-3.1	-7	-5	6	-10	-1	2	-1
COc1cc2c(cc1OC)C(c1cccs1)N(C(=O)c1cccnc1)CC2 (stereo not drawn)	8	-1.8	10	0	1	-21	-2	1	0
COc1cc(/C=C/C(=O)Nc2ccccc2C(F)(F)F)cc(OC)c1OC	8	2.8	7	0	15	-18	5	2	-4
CC(C)(C)CC(=O)N[C@@H](Cc1ccccc1)c1nc2ccccc2[nH]1	8	4.0	-2	8	6	2	3	2	9
CC1CCCC2(C1)NC(=S)c1c(sc3c1CCCC3)N2 (stereo not drawn)	-20	3.8	-15	13	-22	-9	2	1	53*
CC(C)=CC(=O)Nc1c(C)cc(C)cc1Cl	-1	-0.6	2	-2	10	6	2	0	7
O=C(O)C(CO)N=Cc1c(O)c2ccccc2oc1=O (stereo not drawn)	-4	1.2	5	1	-6	-7	3	0	-3
O=C(COC(=O)c1ccncc1)c1ccc(Br)cc1	-4	-2.2	18	-1	0	-16	-1	2	2
CCn1c(SCC(=O)NNC(=O)c2ccccc2)nnc1-c1ccncc1	-8	-0.6	8	-5	1	2	-2	0	1

Part of the list above in order of SMILES length, low to high:
SMILES	proCasp3 act	PP5 inh	VLA-4 inh	PP1 inh	proCasp7 act	JMJD2C inh	Fh CTSL1 inh	GRK2 inh	HCV core dimer
CCSc1ncnc2sc3c(c12)CCC3	-1	2.8	5	5	1	4	0	0	-2
Cc1sc2ncnc(N3CCCC(C)C3)c2c1C (stereo not drawn)	0	1.4	7	3	4	1	2	2	1
O=C(c1cccs1)c1ccc(-c2cccs2)s1	27*	4.3	15	-1	37*	-3	-5	7	-56
CCNc1nc(NCC)n2c(SCC(=O)Nc3ccccc3F)nnc2n1	-1	1.6	0	-1	-2	1	1	2	0
CN(C(=O)OC(C)(C)C)c1ccc(-c2nc3ccccc3s2)cc1	9	2.5	/	1	-4	4	2	/	-2
COc1cc(/C=C/C(=O)Nc2ccccc2C(F)(F)F)cc(OC)c1OC	8	2.8	7	0	15	-18	5	2	-4
CC(C)CC(=O)N1CCC(O)(CS(=O)(=O)Cc2ccc(Cl)cc2)CC1	8	4.3	2	0	8	-10	2	0	-3
CC(C)(C)CC(=O)N[C@@H](Cc1ccccc1)c1nc2ccccc2[nH]1	8	4.0	-2	8	6	2	3	2	9
O=[N+]([O-])c1ccc(/C([O-])=C(/C(=S)NCc2ccco2)[n+]2ccccc2)cc1	-7	-0.6	11	2	-17	2	1	7	52*
CC(C)(C)NC(=O)C(c1c[nH]c2ccccc12)N(C(=O)Cn1nnc(-c2ccc(F)cc2)n1)c1cccc(O)c1 (stereo not drawn)	7	4.0	5	2	7	6	2	2	14
C=CCN1c2ccccc2[C@]23C[C@@H](C(=O)OC)N(C(=O)c4cccs4)C2=NC(C(=O)OC)=C(C(=O)OC)[C@H]13	4	2.7	33	-5	1	-1	0	3	22
